# High-throughput results: PubChem BioAssay, National Center for Advancing Translational Sciences (NCATS)
# N370S GC mod: inhibitors or activators of N370S glucocerebrosidase for Gaucher disease; P04062; N370S GC spleen homogenate, 4MU-glucoside fluorescence; Potency, µM (doses to about 59.4 µM), for inactives: top-dose activity change, negative = inhibition, actives largely listed as inhibitors; 0.092% of 330,000 active; AID 2101;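 note: 0% = full enzyme activity and -100% = no enzyme basal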
# FEN1 inhibitor: inhibitors of human flap endonuclease 1; Recombinant FEN1 flap cleavage, fluorescence, 15 min; Potency, µM (top dose mostly 114 µM), inactives show top-dose activity change, negative = inhibition, usual class: inhibitors; 0.35% of 390,000 active; note: nearly all actives have a fitted effect of over 65% in size
# Target sequence (P39748 whole entry, looked up): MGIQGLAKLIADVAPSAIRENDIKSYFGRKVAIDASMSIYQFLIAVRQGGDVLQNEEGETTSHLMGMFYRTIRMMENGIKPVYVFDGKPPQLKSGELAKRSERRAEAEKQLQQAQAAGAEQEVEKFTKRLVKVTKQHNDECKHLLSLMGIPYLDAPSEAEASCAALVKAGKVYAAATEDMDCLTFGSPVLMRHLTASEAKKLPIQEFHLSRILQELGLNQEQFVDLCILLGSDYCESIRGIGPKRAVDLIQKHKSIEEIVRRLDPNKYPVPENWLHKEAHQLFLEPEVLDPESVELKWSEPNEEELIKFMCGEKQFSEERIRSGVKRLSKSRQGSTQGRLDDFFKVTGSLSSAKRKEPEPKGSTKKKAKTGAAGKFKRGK
#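 Reaction started by adding substrate (50 nM final) to 10 nM enzyme after 15 min room-temperature compound preincubation. Reads at 0 and 15 min, with data normalized and fitted to a four-parameter Hill equation.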
# GCN5L2 inh: GCN5L2 (KAT2A) acetyltransferase inhibition. Q92830. GCN5L2 HAT assay, ThioGlo1 CoA-SH fluorescence. Potency, µM (highest dose often 58.9 µM), for inactives: at the top dose activity change, negative = inhibition, hits mostly inhibitors. 0.21% of 390,000 active. AID 504327
#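 GCN5L2 (20 nM) in 50mM HEPES pH 7.5, 0.1mM EDTA, 0.01% Tween-20 preincubated 15 min with compounds at room temperature. Reaction started with H3(1-25) 75uM, acetyl-CoA 70uM, ThioGlo1 50uM; CoA-thiol fluorescence (Ex340/Em540) read at 0 and 20 min.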
# * hit, by the source's call; ? = inconclusive; nt = not tested or not shown; & = joins results of further samples; [ ] = another dose, or the depositor's remark. Calls come from the whole dose curve; as a rule, active = well fitted curve in the direction sought with a large enough effect; inconclusive = small, poorly fitted or top-dose-only effect, or another doubt; inactive = no such curve, though single readings can be large; an effect the other way counts as inactive or inconclusive. Unless noted, % is set by controls: 0 for no effect and ±100 for the full control effect; potency is the fitted concentration of half-maximal effect.
[1] COC1CCCN(Cc2nc(Cc3ccccc3F)no2)C1 (stereo not given)
[2] Cc1cc(OC(C(=O)O)c2ccccc2)c2c(C)c(Cc3ccccc3)c(=O)oc2c1 (stereo not given)
[3] CCOC(=O)C1CCN(C(=O)C2CCN(S(=O)(=O)N3CCC4(CC3)OCCO4)CC2)CC1
[4] COc1ccc(N2CCN(C(c3ccccc3OC)c3nnnn3C3CCCC3)CC2)cc1 (stereo not given)
[5] CCOC(=O)N1CCN(C(=O)CCSc2ccc(Cl)cc2)CC1
[6] COCCOc1ccc(C(F)(F)F)cc1NC(=O)c1ccccc1F
[7] Cc1ccn2cc(CCNC(=O)Cc3cccs3)nc2c1
[8] CCN(CC)C(=O)COc1ccc2c(-c3ccccc3)cc(=O)oc2c1
assay / compound	1	2	3	4	5	6	7	8
GCN5L2 inh	-1%	-17%	-4%	-12%	0%	-2%	0%	-2%
N370S GC mod	-11%	?	-3%	10%	-6%	7%	8%	-1%
FEN1 inhibitor	0%	4%	-5%	-18%	-12%	1%	-15%	12%

[9] C[C@H](CO)N1C[C@H](C)[C@@H](CN(C)C(=O)Nc2ccc(C(F)(F)F)cc2)Oc2ccc(NC(=O)Nc3ccc(C(F)(F)F)cc3)cc2C1=O
[10] O=S(=O)(Nc1ccc(N2CCCCC2)cc1)c1ccc(F)c(F)c1
[11] O=C(c1ccc(NS(=O)(=O)c2cccc(F)c2)cc1)N1CCCC1
[12] O=C(CCC(=O)N1CCN(c2ccccc2F)CC1)c1ccc(Cl)s1
[13] C/C(=N/Nc1ccc([N+](=O)[O-])cc1)c1c[nH]c2ccccc12
[14] COc1ccc(N2CC(C(=O)Nc3ccc(S(=O)(=O)N4CCCC4)cc3)CC2=O)cc1 (stereo not given)
[15] NC(=O)C1CCN(C(=S)NCc2ccc3c(c2)OCO3)CC1
[16] O=C(NC1(C(F)(F)F)N=C(c2ccccc2)NC1=O)c1ccccc1F (stereo not given)
assay / compound	9	10	11	12	13	14	15	16
GCN5L2 inh	-8%	-10%	-4%	-7%	-7%	0%	0%	-7%
N370S GC mod	nt	16%	-15%	nt	6%	2%	-17%	1%
FEN1 inhibitor	1%	-6%	7%	-19%	-5%	-12%	-11%	-2%

[17] Cc1noc(/C=C/N(C)C)c1S(=O)(=O)N1CCCC(C(=O)NCc2cccs2)C1 (stereo not given)
[18] O=C1CN(S(=O)(=O)c2ccccc2Cl)CCN1
[19] CCc1nnc(NS(=O)(=O)c2ccc(N3C(=O)C4CC=C(Cl)CC4C3=O)cc2)s1 (stereo not given)
[20] CC(C)N(Cc1ccccc1)C(=O)Cn1c(=O)cnc2ccccc21
[21] O=C(c1ccc(F)cc1)N1C2CCC1CC(O)(c1ccccc1F)C2 (stereo not given)
[22] Cc1ccc(CNC(=O)CSC2=Nc3ccccc3C3=NC(C)C(=O)N23)cc1 (stereo not given)
[23] O=C(Nc1cccnc1)c1ccc(NC(=O)c2ccco2)cc1
[24] O=S1(=O)N=C(N/N=C/c2cccs2)c2ccccc21
assay / compound	17	18	19	20	21	22	23	24
GCN5L2 inh	-15%	-3%	0%	2%	-10%	-5%	-1%	-22%
N370S GC mod	-6%	6%	-9%	2%	-4%	nt	?	-18%
FEN1 inhibitor	-17%	-3%	-15%	-1%	-3%	1%	-1%	-12%

[25] Cc1ccc(Nc2nc(N)c([N+](=O)[O-])c(NCc3ccccc3)n2)cc1
[26] CCCCNC(=O)C1CCC(Cn2c(=O)c3sccc3n(Cc3ccccc3)c2=O)CC1 (stereo not given)
[27] Cc1ccnc(NC(=O)CN2C(=O)c3ccccc3S2(=O)=O)c1
[28] O=C(NCc1cccnc1)c1cccc(S(=O)(=O)NCc2ccccc2)c1
[29] CN(c1ccc(C(=O)NC2CC3CCC2C3)cc1)S(C)(=O)=O (stereo not given)
[30] CCCn1c(N)c(C(=O)CSc2nnc(N)s2)c(=O)[nH]c1=O
[31] Cc1ccc(-c2cc(C(F)F)n3ncc(C(=O)N4CCN(c5ccccn5)CC4)c3n2)cc1
[32] COc1ccc(S(=O)(=O)NC(CC(=O)NCC2CCCO2)c2ccco2)cc1 (stereo not given)
assay / compound	25	26	27	28	29	30	31	32
GCN5L2 inh	-2%	-5%	-2%	-3%	16%	-6%	-12%	-5%
N370S GC mod	1%	nt	-1%	-4%	-2%	nt	9%	7%
FEN1 inhibitor	-2%	-6%	-2%	5%	4%	16%	-2%	2%

[33] Cc1cccc(-n2c(C)cc(/C=N/NC(N)=S)c2C)c1
[34] COc1ccc(Cl)cc1NC(=O)c1[nH]nc(OC)c1[N+](=O)[O-]
[35] O=C(NCCS(=O)(=O)N1CCN(c2ccc(F)cc2)CC1)c1ccc2c(c1)OCO2
[36] COc1ccc(Br)cc1CNC(=O)CSc1n[nH]c(-c2ccccc2)n1
[37] CCS(=O)(=O)Nc1ccc(C2=NN(C(C)=O)C(c3cccs3)C2)cc1 (stereo not given)
[38] O=C(Cn1cnc2c(nnn2-c2ccccc2)c1=O)N1CCOCC1
[39] CCC(=O)N1CCC2(CC1)Oc1ccc(Cl)cc1C(=O)C21CC(c2cccnc2)=NO1 (stereo not given)
[40] CCOC(=O)c1cc(OC(=O)c2cccc(Cl)c2)n(-c2ccccc2)n1
assay / compound	33	34	35	36	37	38	39	40
GCN5L2 inh	-6%	1%	-5%	-2%	1%	-13%	22%	3%
N370S GC mod	-9%	2%	-3%	nt	?	1%	0%	nt
FEN1 inhibitor	-12%	-10%	5%	2%	-1%	-20%	-1%	13%

[41] CCOC(=O)C1CCCc2c1[nH]c1c(C(N)=O)cccc21 (stereo not given)
[42] Cc1cnc(C(=O)OC(C)C(=O)Nc2ccccc2-c2ccccc2)cn1 (stereo not given)
[43] CCOc1ccc2oc(C(=O)NNC(=O)c3csc(N4CCOCC4)n3)c(C)c2c1
[44] Cc1cc(C)cc(C(=O)n2cnnc2N)c1
[45] COc1cccc(-c2nc(CS(=O)CC(=O)NC3CC3)c(C)o2)c1 (stereo not given)
[46] CN(C)S(=O)(=O)c1ccc(S(=O)(=O)NCCN2CCOCC2)cc1
[47] COc1ccc(-c2cc(=O)c3cc(C)ccc3[nH]2)cc1
[48] CCOCCCn1c(=N)c(C(=O)NC2CCCCC2)cc2c(=O)n3ccccc3nc21
assay / compound	41	42	43	44	45	46	47	48
GCN5L2 inh	-12%	-4%	-4%	-2%	-15%	-9%	?	1%
N370S GC mod	17%[12.8 µM]	-2%	-6%	6%	-4%	1%	-6%[89.1 µM]	nt
FEN1 inhibitor	0%	-1%	-3%	-1%	17%	-3%	-6%	-7%

[49] CCOc1ccc(C/C(O)=C2\C(=O)CC(C)(C)CC2=NCC(=O)O)cc1OCC
[50] COc1ccccc1NC(=O)CSc1nnc(-c2ccoc2C)n1CC1CCCO1 (stereo not given)
[51] O=C(CNC(=O)c1ccc(Br)o1)NCc1ccccc1Cl
[52] COc1ccc(NC(=O)CCCn2nc(C)c3sc4ccccc4c3c2=O)cc1
[53] O=C1NC2CCc3nc4ccccc4c(=O)n3C2=Nc2ccccc21 (stereo not given)
[54] COC(=O)C1=C(CSCc2ccco2)NC(=O)NC1c1cc(C)ccc1C (stereo not given)
[55] COC(=O)c1ccccc1NC(=O)C1(c2cccs2)CCOCC1
[56] Cc1cc(SCC(=O)N/N=C/c2ccco2)nc2ccccc12
assay / compound	49	50	51	52	53	54	55	56
GCN5L2 inh	-7%	1%	1%	-20%	-1%	-3%	3%	-1%
N370S GC mod	6%	10%	-1%	nt	3%	2%	nt	12%
FEN1 inhibitor	0%	-6%	-10%	-3%	-18%	2%	-2%	-18%

[57] O=C(CNCc1ccccc1Cl)Nc1ccc(C(=O)N2CCCCC2)cc1
[58] CCN(CCO)c1ccc(-n2c(N)c(C(=O)OC)c3nc4ccccc4nc32)cc1
[59] O=C(COC(=O)Cc1ccc(Cl)c(Cl)c1)NCc1ccco1
[60] CCC(=O)Nc1nc2ccccc2n1Cc1ccccc1C
[61] Fc1cccc(C[n+]2csc3ccccc32)c1
[62] Oc1ccccc1/C=N/c1c(-c2ccco2)nc2ccccn12
[63] CN(C)S(=O)(=O)c1ccc(N2CCCC2)c(C(=O)NNC(=O)COc2cccc(F)c2)c1
[64] C=C1c2cccc(OC)c2O[C@H](C(=O)OCC)[C@@H]1CC(CC)CCCC (stereo not given in full)
assay / compound	57	58	59	60	61	62	63	64
GCN5L2 inh	-3%	-11%	-2%	-3%	-18%	-13%	-2%	-15%
N370S GC mod	-9%	-23%	2%	10%	-6%	-2%	nt	-2%[89.1 µM]
FEN1 inhibitor	1%	-21%	12%	-6%	-12%	1%	-3%	-7%

[65] CCn1ccc(C(=O)Nc2ccccc2SC)n1
[66] O=C(c1cnn2c(C(F)(F)F)cc(-c3ccc4c(c3)OCO4)nc12)N1CCCC1
[67] Clc1cccc(-c2sc(Nc3ccccc3)n[n+]2-c2ccccc2)c1Cl
[68] Cc1noc(/C=C/N(C)C)c1S(=O)(=O)NC1CCCCC1
[69] COc1ccc(S(=O)(=O)Nc2cc(C)on2)cc1NC(C)=O
[70] CCN1CCN(CC(=O)Nc2ccccc2)C(=O)C1=O
[71] O=C(NC(=S)Nc1ccccc1O)c1ccc(-c2ccc(Cl)cc2)o1
[72] CCC(=O)Nc1cccc(-c2cc3ccccc3oc2=O)c1
assay / compound	65	66	67	68	69	70	71	72
GCN5L2 inh	-2%	2%	-4%	-10%	-4%	-7%	-14%	0%
N370S GC mod	-11%	3%	-1%	-9%	nt	3%	-7%	4%
FEN1 inhibitor	11%	3%	7%	-7%	-7%	-6%	0%	1%

[73] O=C(CSc1nnnn1C1CCCCC1)Nc1ccccc1F
[74] C/C=C/c1ccc(OCCCCN2CCC(C)CC2)c(OC)c1
[75] N#Cc1ccc(-c2csc(NC(=O)c3ccc(S(=O)(=O)N4CCc5ccccc5C4)cc3)n2)cc1
[76] O=C(/C=C/c1ccccc1Cl)c1cccnc1
[77] CSCC(=O)NCC1(N(C)Cc2ccccc2)Cc2ccccc2C1
[78] CCOc1ccc(NC(=O)CCNS(=O)(=O)c2ccc3c(c2)oc(=O)n3C)cc1
[79] CCN(C(=O)CSc1nc2ccc(OC)cc2[nH]1)C1CCS(=O)(=O)C1 (stereo not given)
[80] Cc1cc(C)c(C(=O)N(C)C2CCCN(Cc3ccccc3F)C2)o1 (stereo not given)
assay / compound	73	74	75	76	77	78	79	80
GCN5L2 inh	-5%	-1%	0%	-8%	-11%	-2%&-1%	-20%	-8%
N370S GC mod	-4%	8%	0%	1%[12.8 µM]	-5%	-9%	-1%	-16%
FEN1 inhibitor	-15%	-1%	-4%	-14%	-2%	19%&-5%	5%	-9%

# Of the compounds above, these contain a Cl atom:
[5] CCOC(=O)N1CCN(C(=O)CCSc2ccc(Cl)cc2)CC1
[12] O=C(CCC(=O)N1CCN(c2ccccc2F)CC1)c1ccc(Cl)s1
[18] O=C1CN(S(=O)(=O)c2ccccc2Cl)CCN1
[19] CCc1nnc(NS(=O)(=O)c2ccc(N3C(=O)C4CC=C(Cl)CC4C3=O)cc2)s1 (stereo not given)
[34] COc1ccc(Cl)cc1NC(=O)c1[nH]nc(OC)c1[N+](=O)[O-]
[39] CCC(=O)N1CCC2(CC1)Oc1ccc(Cl)cc1C(=O)C21CC(c2cccnc2)=NO1 (stereo not given)
[40] CCOC(=O)c1cc(OC(=O)c2cccc(Cl)c2)n(-c2ccccc2)n1
[51] O=C(CNC(=O)c1ccc(Br)o1)NCc1ccccc1Cl
[57] O=C(CNCc1ccccc1Cl)Nc1ccc(C(=O)N2CCCCC2)cc1
[59] O=C(COC(=O)Cc1ccc(Cl)c(Cl)c1)NCc1ccco1
assay / compound	5	12	18	19	34	39	40	51	57	59
GCN5L2 inh	0%	-7%	-3%	0%	1%	22%	3%	1%	-3%	-2%
N370S GC mod	-6%	nt	6%	-9%	2%	0%	nt	-1%	-9%	2%
FEN1 inhibitor	-12%	-19%	-3%	-15%	-10%	-1%	13%	-10%	1%	12%

[67] Clc1cccc(-c2sc(Nc3ccccc3)n[n+]2-c2ccccc2)c1Cl
[71] O=C(NC(=S)Nc1ccccc1O)c1ccc(-c2ccc(Cl)cc2)o1
[76] O=C(/C=C/c1ccccc1Cl)c1cccnc1
assay / compound	67	71	76
GCN5L2 inh	-4%	-14%	-8%
N370S GC mod	-1%	-7%	1%[12.8 µM]
FEN1 inhibitor	7%	0%	-14%

# An excerpt. The share of hits here may be higher or lower than overall.
